# Source: PubChem (National Center for Advancing Translational Sciences (NCATS))
# TRb SRC2 PPI: disrupts binding of human TR beta to SRC2; TRbeta-SRC2 peptide binding, fluorescence polarization; receptor liganded with 1 µM T3; Potency, µM (doses to about 106 µM), without a hit: at the highest dose activity change, negative = inhibition, most hits filed as inhibitors; 280,000 tested, 0.065% active;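 also: plate controls were bound peptide for no effect and peptide without receptor for full effect; nearly all actives have a fitted effect of over 50% in size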
#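 Decrease in fluorescence polarization of 20 nM Texas Red SRC2 coactivator peptide flagged inhibition of its binding to 0.6 uM TRb LBD; 1 uM T3 included, incubation 5 hr, ex 555/em 632 nm.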
# GAA inhib: alpha-glucosidase (human) inhibition; purified human GAA, 4-MU-alpha-glucoside fluorescence; Potency, µM (highest dose often 76.9 µM), without a hit: at the highest dose activity change, negative = inhibition, actives largely listed as inhibitors; 200,000 tested, 0.005% active; AID 1466;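 also: plate controls were uninhibited enzyme wells for no effect and no-enzyme background for full effect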
#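 Enzyme (4 nM final) mixed with compound (up to 77 uM), then 4-MU-alpha-D-pyranoside (400 uM final) added; 20 min at room temperature, pH 5.0. Reaction stopped at pH 10, fluorescence read, AC50 derived by Hill fit.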
# GoLoco inh red: RGS12 GoLoco-Gai1 interaction inhibition; P63096; Gai1:RGS12 GoLoco peptide FP, rhodamine, 10 min; Potency, µM (doses to about 61.6 µM), inactives show top-dose activity, negative = inhibition, most hits filed as inhibitors; 230,000 tested, 0.44% active; AID 880; active = well fitted inhibition curve with a large enough effect, not every such curve was filed as active; inactive = no such curve, though single readings can be large or run the other way; also: nearly all actives have a fitted effect of over 30% in size; many of its hits are not listed in these tables
# L3MBTL1 inh: inhibitors of human L3MBTL1 | 230,000 tested, 0.66% active | Potency, µM (top dose mostly 57.1 µM), inactives show at the top dose activity, negative = inhibition, actives largely listed as inhibitors | Q9Y468 | AlphaScreen L3MBTL1–H3K9me1 peptide binding; also: nearly all actives have a fitted effect of over 60% in size
# Target sequence (Q9Y468 whole entry, looked up): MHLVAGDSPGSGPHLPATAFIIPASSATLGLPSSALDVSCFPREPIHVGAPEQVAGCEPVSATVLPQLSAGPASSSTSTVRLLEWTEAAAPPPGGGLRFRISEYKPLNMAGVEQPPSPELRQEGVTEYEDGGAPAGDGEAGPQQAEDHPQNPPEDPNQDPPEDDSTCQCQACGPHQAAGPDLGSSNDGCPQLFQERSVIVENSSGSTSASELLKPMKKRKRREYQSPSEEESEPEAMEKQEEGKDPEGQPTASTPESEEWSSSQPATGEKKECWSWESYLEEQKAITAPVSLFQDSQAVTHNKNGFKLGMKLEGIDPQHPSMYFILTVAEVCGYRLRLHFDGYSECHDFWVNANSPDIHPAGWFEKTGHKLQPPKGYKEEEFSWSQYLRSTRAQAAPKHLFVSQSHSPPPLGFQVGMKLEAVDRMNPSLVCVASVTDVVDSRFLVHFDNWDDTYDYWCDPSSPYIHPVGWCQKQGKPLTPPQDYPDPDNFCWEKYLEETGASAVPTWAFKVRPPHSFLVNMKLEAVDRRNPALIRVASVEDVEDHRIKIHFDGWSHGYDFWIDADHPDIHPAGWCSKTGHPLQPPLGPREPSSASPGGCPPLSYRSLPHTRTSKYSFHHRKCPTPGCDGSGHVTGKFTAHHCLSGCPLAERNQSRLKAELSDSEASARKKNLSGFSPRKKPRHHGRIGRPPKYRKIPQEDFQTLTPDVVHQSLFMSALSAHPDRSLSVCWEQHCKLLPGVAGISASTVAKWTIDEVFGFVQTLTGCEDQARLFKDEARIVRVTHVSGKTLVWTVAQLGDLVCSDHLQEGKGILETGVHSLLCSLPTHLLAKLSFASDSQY
#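 Read-out is AlphaScreen signal from streptavidin donor and nickel chelate acceptor beads (10 ug/mL final each) bridging L3MBTL1 (50 nM) and biotinylated K9-monomethylated H3(1-15) peptide (75 nM), after 30 min compound exposure at room temperature.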
# aGlu spleen mod: inhibitors or activators of human alpha-glucosidase in spleen homogenate; 240,000 tested, 0.006% active; human spleen homogenate, 4-MU-alpha-glucoside fluorescence; P10253; AID 2112; Potency, µM (titrated, usually from 79.9 µM), inactives show at the top dose activity change, negative = inhibition, actives largely listed as inhibitors;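 also: 0% = enzyme with vehicle and -100% = no enzyme basal signal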
#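 AC50 values come from Hill-equation fits of concentration-response data, normalized to no-enzyme and full-activity controls. Enzyme source: 1 ug human spleen homogenate; 1 mM fluorogenic 4-MU glucoside, pH 5.0 citrate buffer, 37 C, 40 min.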
# RECQ1 inh: RECQ1 (human) helicase inhibition | P46063 | RECQ1 DNA unwinding, red fluorescence kinetic read | Potency, µM (doses to about 57.3 µM), for the others: at the top dose activity, negative = inhibition, most hits filed as inhibitors | 240,000 tested, 0.54% active | AID 2549;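 also: plate controls were vehicle for no effect and no enzyme for full effect; nearly all actives have a fitted effect of over 30% in size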
#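 RECQ1T1 50 nM; forked duplex (20 bp + 30-nt ss tails) 200 nM, ATP 2 mM final; pH 8.0, 2 mM MgCl2, 2.5 ug/ml poly(dI-dC); 15 min compound preincubation; discontinuous kinetic read over 2 h at RT.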
# GAA glycogen: alters human alpha-glucosidase cleavage of glycogen. recombinant GAA, glycogen substrate, Amplex Red glucose oxidase fluorescence. Potency, µM (series often up to 76.4 µM), for inactives: top-dose activity change, negative = inhibition, most hits filed as inhibitors. 300,000 tested, 0.38% active. AID 2100;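 also: 0% = full enzyme reaction and -100% = no-enzyme basal signal; the screen sought inhibitors and activators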
#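 Recombinant human alpha-glucosidase (4 nM final) hydrolysed bovine liver glycogen (30 ug) for 40 min at 37 C in pH 5.0 citrate/phosphate with 0.01% Tween-20. Released glucose detected by glucose oxidase/Amplex Red, Ex 573/Em 610 nm. Compounds up to 77 uM; AC50 from Hill fits.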
# TexasRed fluor: alters Texas Red total fluorescence, flagging assay interference. TRb/SRC2 Texas Red total fluorescence interference. Potency, µM (series often up to 106 µM), without a hit: at the highest dose fluorescence change, negative = quenching. 280,000 tested, 0.29% active; active = well fitted curve in either direction with a large enough effect; inconclusive = small, poorly fitted or top-dose-only effect
#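 Flags fluorescent or light-absorbing compounds by total fluorescence, S + 2P, at 555 nm excitation and 632 nm emission. Mixture: 20 nM Texas Red SRC2 peptide, 0.6 uM human TRb LBD, 1 uM T3, 5% DMSO; compound exposure 5 h at ambient temperature.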
# Starred values were filed as active, the others as inactive; i = inactive; ? = inconclusive; . = no result given; [ ] = dose if it differs, or a comment. Unless noted, calls follow the shape of the dose curve; as a rule, active = well fitted curve in the direction sought with a large enough effect; inconclusive = small, poorly fitted or top-dose-only effect, or another doubt; inactive = no such curve, though single readings can be large; an effect the other way counts as inactive or inconclusive. Unless noted, % is scaled to controls: 0 for no effect and ±100 for the full control effect; potency is read from the fitted curve at half-maximal effect. Some of the compounds tested; rates above refer to the full screens.
# The opening 2 compounds as a preview:
SMILES,TRb SRC2 PPI,GAA inhib,GoLoco inh red,L3MBTL1 inh,aGlu spleen mod,RECQ1 inh,GAA glycogen,TexasRed fluor
CCSc1ncccc1C(=O)N[C@@H](CCSC)C(=O)OC,3%,.,6%,-6%,7%,25%,5%,-1%
O=C(O)c1ccc(CSc2nnc(-c3ccco3)n2-c2ccccc2)cc1,-9%,4%,-4%,.,-1%,-11%,-2%,0%

# All compounds of this part, repeating the preview:
SMILES,TRb SRC2 PPI,GAA inhib,GoLoco inh red,L3MBTL1 inh,aGlu spleen mod,RECQ1 inh,GAA glycogen,TexasRed fluor
CCSc1ncccc1C(=O)N[C@@H](CCSC)C(=O)OC,3%,.,6%,-6%,7%,25%,5%,-1%
O=C(O)c1ccc(CSc2nnc(-c3ccco3)n2-c2ccccc2)cc1,-9%,4%,-4%,.,-1%,-11%,-2%,0%
COc1ccc(NC(C#N)c2ccc(OC)cc2)cc1 (stereo unspecified),3%,-2%,0%,.,1%,-10%,?,-1%
Clc1ccccc1-c1nnc2sc(-c3cccs3)nn12,-5%,10%,10%,-4%,3%,-6%,6%,-4%
O=C1CCCc2c1[nH]c1ccccc21,-2%,-8%,.,-4%,0%,-7%,-13%,-2%
CCOC(=O)C1CSC(CC(=O)Nc2ccc(Cl)c(Cl)c2)C(=O)N1 (stereo unspecified),-18%,2%,-7%,.,-7%,i,26%,1%
CCN1C(=O)/C(=C/C=C2/SCCN2C)SC1=S,8%,2%,-68%,-8%,3%,-9%,1%,0%
CCOc1ccc(NC(=O)CSc2nnc(Cc3cccn3C)n2-c2ccc(OC)cc2)cc1,-1%,1%,15%,-6%,-7%,-16%,-7%,1%
CC(C)CNC(=S)N1CCN(Cc2ccc3c(c2)OCO3)CC1,-4%,6%,-3%,-16%,-5%,i,-9%,-2%
O=C(NCc1cccnc1)C1c2ccccc2C(=O)N1C1CCCC1 (stereo unspecified),-6%,2%,0%,6%,2%,-5%,4%,1%
O=C(/C=C/c1ccco1)Nc1cc(Cl)ccc1C(=O)O,1%,-7%,-11%,28µM*,-3%,-7%,-8%,-6%
Cc1cccc(NC(=O)CSC2=NN3CCCC(=O)N=C3S2)c1C,1%,.,-1%,2%,1%,i,5%,1%
CCOC(=O)C1=C(C)N=C2SCCC(=O)N2C1c1cccs1 (stereo unspecified),-4%,-15%,6%,0%,-2%,i,2%,-2%
COc1ccc(OC)c(C(O)c2coc3ccc(O)c(CN(C)C)c23)c1 (stereo unspecified),7%,-2%,-6%,.,2%,-5%,4%,0%
Cc1ncsc1C(=O)NCc1ccc(N2CCCC2=O)cc1,-20%,1%,-13%,39%[activator],-7%,-14%,-11%,1%
CC(CC(=O)Nc1ncc([N+](=O)[O-])s1)c1ccccc1 (stereo unspecified),2%,?,15%,-12%,-5%,7%,11%,-3%
Cc1nc2scc(-c3ccccc3)c2c(=O)n1/N=C/c1ccco1,4%,1%,14%,0%,-15%,-10%,7%,4%
COc1ccccc1CNC(=O)CSc1ccc(Br)cc1,8%,7%,0%,8%,4%,-5%,-2%,-2%
CCOc1cc(CNc2ccc(S(N)(=O)=O)cc2)ccc1OCC(=O)NC(C)(C)C,-9%,-6%,2%,-22%[11.4 µM],-5%,i,6%,-3%
N#Cc1cccc(Nc2c3c(nc4ccccc24)CCCC3)c1,4%,0%,7%,.,4%,-12%,3%,1%
Cc1ccccc1NC(=O)OCc1cn(-c2ccc(Cl)cc2)nn1,2%,0%,2%,6%,-1%,i,5%,3%
CCCCc1ccc(NC2=NCC(=O)N2CCc2ccccc2)cc1,-1%,-10%,11%,11%,-4%,-1%,-17%,-2%
Cc1ccc(Oc2nnc(-c3ccc(C)cc3)c3ccccc23)cc1,2%,1%,-4%,8%,-11%,-18%,-3%,-3%
Cc1ccn2cc(CCNS(=O)(=O)c3ccc4c(c3)OCCO4)nc2c1,-12%,1%,1%,3%,-1%,-3%,3%,-1%
Cc1ccc(C(c2nnnn2C2CCCCC2)N2CCN3CCCC3C2)cc1 (stereo unspecified),-14%,-7%,-7%,-3%,5%,3%,-3%,-1%
O=[N+]([O-])c1ccc(N2CCOCC2)cc1O,-11%,0%,3%,0%,0%,-9%,-14%,-4%
Cc1ccsc1C=C1C(=O)c2ccccc2C1=O,-2%,-3%,-1%,-16%,8%,-1%,-1%,-8%
COC(=O)c1[nH]c2ccccc2c1NC(=O)CN1CCN(Cc2ccc3c(c2)OCO3)CC1,-7%,-1%,-32%,.,7%,1%,-10%,-3%
Cc1ccc(S(=O)(=O)N(C)Cc2ccc(-c3nnc4n3CCC4)cc2)cc1,-4%,-11%,3%,2%,-1%,-5%,5%,-1%
CC12CCC(C(=O)NC(c3ccccc3)c3ccccc3)(OC1=O)C2(C)C (stereo unspecified),3%,-4%,1%,.,3%,-11%,-13%,-1%
COc1ccc(C(=O)NCc2ccc(C)cc2)cc1S(=O)(=O)N1CCCc2ccccc21,7%,-13%,8%,.,-1%,i,-4%,1%
CCOc1ccccc1CNc1nc2nc3c(c(=O)n2[nH]1)CCC3,-8%,4%,9%,.,-4%,-3%,0%,-2%
CC(Oc1ccccc1)C(=O)Nc1nnc(S(=O)(=O)N2CCCCCC2)s1 (stereo unspecified),1%,.,.,6%,.,.,13%[76.3 µM],-29%
O=C(c1ccc(C(=O)N2CCOCC2)s1)N1CCOCC1,-3%,0%,-7%,.,-9%,i,13%,0%
CC(C)CCN1CCN(Cc2ccc(Oc3ncccn3)cc2)CC1CCO (stereo unspecified),-10%,-17%,0%,3%,4%,-3%,-7%,-3%
O=C(O)/C(=C/c1c(C(=O)O)[nH]c2cc(Cl)cc(Cl)c12)c1ccccc1,6%,.,0%,.,5%,12%,.,-9%
OCC1(CCOc2ccccc2)CCN(Cc2cn[nH]c2-c2ccccc2)CC1,4%[53 µM],13%,-5%,0%,-3%,22%,13%,1%[53 µM]
O=C(c1ccc(COCC(F)(F)F)cc1)N1CCN(c2ccccn2)CC1,-7%,4%,-11%,10%,0%,9%,-3%,2%
O=C(/C=C/c1ccc2c(c1)OCO2)NCCCN1CCOCC1,-2%,0%,4%,4%,1%,-3%,0%,0%
COc1ccc(OC)c(Cc2nnc(CCC(=O)NCc3ccc(C)s3)o2)c1,4%,3%,7%,-10%,-3%,-5%,10µM*,1%
O=Cc1cn(CCC(=O)O)nc1-c1cc2ccccc2o1,-5%,1%,-12%,-46%,1%,-14%,6%,0%
COc1ccccc1NS(=O)(=O)c1cc(C(=O)N2CC(C)CC(C)C2)ccc1C (stereo unspecified),-5%,-11%,4%,.,-9%,-11%,-4%,0%
CC1=C(C)CC(C(=O)NC(C)CCc2ccccc2)C(C(=O)O)C1 (stereo unspecified),-5%,11%,8%,-5%,-3%,6%,1%,-3%
Cc1cc(C(=O)COC(=O)C2CCN(C(=O)c3ccc(Cl)cc3)CC2)c(C)n1CC1CCCO1 (stereo unspecified),0%,?,5%,-15%,-1%,?,8%,1%
O=C(N/N=C/c1ccccc1OC(F)F)c1cc(-c2ccncc2)nc2ccccc12,-4%,0%,14%,3%,-15%,-17%,2%,-1%
O=C(NCc1ccccc1)C(C(=O)c1ccc(F)cc1)n1ccccc1=O (stereo unspecified),-1%,-3%,8%,7%,-6%,-16%,14%,-1%
COc1ccc(C(=O)Cc2cc(OC)c(OC)cc2[N+](=O)[O-])cc1,-2%,0%,1%,-5%,2%,i,9%,-2%

# Some of these compounds in order of SMILES length, lowest first:
SMILES,TRb SRC2 PPI,GAA inhib,GoLoco inh red,L3MBTL1 inh,aGlu spleen mod,RECQ1 inh,GAA glycogen,TexasRed fluor
O=Cc1cn(CCC(=O)O)nc1-c1cc2ccccc2o1,-5%,1%,-12%,-46%,1%,-14%,6%,0%
O=C(c1ccc(C(=O)N2CCOCC2)s1)N1CCOCC1,-3%,0%,-7%,.,-9%,i,13%,0%
O=C(/C=C/c1ccc2c(c1)OCO2)NCCCN1CCOCC1,-2%,0%,4%,4%,1%,-3%,0%,0%
CC(C)CCN1CCN(Cc2ccc(Oc3ncccn3)cc2)CC1CCO (stereo unspecified),-10%,-17%,0%,3%,4%,-3%,-7%,-3%
CC1=C(C)CC(C(=O)NC(C)CCc2ccccc2)C(C(=O)O)C1 (stereo unspecified),-5%,11%,8%,-5%,-3%,6%,1%,-3%
O=C(NCc1ccccc1)C(C(=O)c1ccc(F)cc1)n1ccccc1=O (stereo unspecified),-1%,-3%,8%,7%,-6%,-16%,14%,-1%
COc1ccc(OC)c(Cc2nnc(CCC(=O)NCc3ccc(C)s3)o2)c1,4%,3%,7%,-10%,-3%,-5%,10µM*,1%
COc1ccc(C(=O)Cc2cc(OC)c(OC)cc2[N+](=O)[O-])cc1,-2%,0%,1%,-5%,2%,i,9%,-2%
O=C(N/N=C/c1ccccc1OC(F)F)c1cc(-c2ccncc2)nc2ccccc12,-4%,0%,14%,3%,-15%,-17%,2%,-1%
O=C(O)/C(=C/c1c(C(=O)O)[nH]c2cc(Cl)cc(Cl)c12)c1ccccc1,6%,.,0%,.,5%,12%,.,-9%
Cc1cc(C(=O)COC(=O)C2CCN(C(=O)c3ccc(Cl)cc3)CC2)c(C)n1CC1CCCO1 (stereo unspecified),0%,?,5%,-15%,-1%,?,8%,1%
